High-throughput results from PubChem BioAssay.
GC-A act = GC-A (human) enzyme activation; activation, % at 10 µM; hit rate 0.14% among 370,000; HEK293 GC-A cells, cGMP TR-FRET, EC30 ANP; 0% at EC30 ANP, 100% saturating ANP; in the data active = activation above about 40%
HTRA1 inh = inhibitors of human serine peptidase HTRA1; hit rate 0.5% among 340,000; recombinant HTRA1, FP-rhodamine activity-based probe, fluorescence polarization; inhibition, % at 5.96 µM; Q92743; in the data active = inhibition above about 36%;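 also: 0% = enzyme with DMSO and 100% = wells lacking enzyme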
GC-B act = GC-B (human) receptor activation. P20594. HEK293-GC-B cells, CNP EC30, cGMP TR-FRET; 0% at EC30 CNP, 100% saturating CNP. activation, % at 10 µM. hit rate 0.11% among 370,000;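 active = activation at 10 µM reaching about 35% in either raw or pattern-adjusted values, limit read from the data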
ABHD4 inh = ABHD4 (mouse) inhibition, primary FP screen; Q8VD66; purified mABHD4, FP-Rh probe fluorescence polarization; inhibition, % at 8.92 µM; hit rate 0.54% among 370,000;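 active = inhibition exceeding the mean over every tested compound plus 3 SD, cut at about 30% in these data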;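 also: 0% = plate median of compound wells and 100% = S159A mutant with DMSO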
Target sequence (Q8VD66 whole entry, looked up): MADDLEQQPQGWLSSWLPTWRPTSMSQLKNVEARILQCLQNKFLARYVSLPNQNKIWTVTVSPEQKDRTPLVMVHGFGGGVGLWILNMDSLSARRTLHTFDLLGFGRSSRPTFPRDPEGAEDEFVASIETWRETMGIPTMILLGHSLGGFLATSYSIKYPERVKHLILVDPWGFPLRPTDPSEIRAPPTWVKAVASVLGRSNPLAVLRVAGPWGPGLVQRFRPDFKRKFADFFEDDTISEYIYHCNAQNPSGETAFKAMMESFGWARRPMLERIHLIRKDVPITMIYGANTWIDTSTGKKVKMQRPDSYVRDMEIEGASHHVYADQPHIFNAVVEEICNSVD
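Test system: mouse ABHD4 enzyme, wild type. Reagent: FP-Rh fluorescent activity-based probe, added after compound pre-incubation. Timing: pre-incubation 45 min, probe exposure 60 min, at 25 °C. Technique: FP readout, ex 525 nm / em 598 nm. Benchmarks: high control S159A mutant with DMSO, low control median of compound wells.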
UHRF1 binding = blocks human UHRF1 binding to methylated DNA; hit rate 0.75% among 370,000; UHRF1 binding to methylated oligo, TR-FRET; inhibition, % at 4.4 µM; AID 687016; in the data active = inhibition above about 21%;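 also: UHRF1 SRA domain binding a hemimethylated CpG hairpin DNA probe; 0% = median of test compound wells and 100% = reference inhibitor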
MBD2 inh = MBD2-methylated oligo binding inhibition | inhibition, % at 4.4 µM | Q9UBB5 | hit rate 0.31% among 370,000 | TR-FRET, MBD2 binding to methylated oligonucleotide; in the data active = inhibition above about 13%
PRMT1 FP inh = PRMT1 (human) inhibition, primary screen; Q99873; recombinant PRMT1, activity-based probe fluorescence polarization; inhibition, % at 2.79 µM; hit rate 1.3% among 370,000;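 active = inhibition above about 21% made by adding two undisclosed values, limit read from the data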
SIAE inh = inhibitors of human sialic acid acetylesterase SIAE. SIAE FP-Rh probe binding, fluorescence polarization. inhibition, % at 9.66 µM. AID 1053197. hit rate 0.69% among 370,000;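 active = inhibition above a cutoff: mean of compounds within the control limits plus 3 SD of those, cut at about 17% in these data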;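 also: 0% = plate median of compound wells and 100% = probe without SIAE protein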
Target sequence (Q9HAT2 whole entry, looked up): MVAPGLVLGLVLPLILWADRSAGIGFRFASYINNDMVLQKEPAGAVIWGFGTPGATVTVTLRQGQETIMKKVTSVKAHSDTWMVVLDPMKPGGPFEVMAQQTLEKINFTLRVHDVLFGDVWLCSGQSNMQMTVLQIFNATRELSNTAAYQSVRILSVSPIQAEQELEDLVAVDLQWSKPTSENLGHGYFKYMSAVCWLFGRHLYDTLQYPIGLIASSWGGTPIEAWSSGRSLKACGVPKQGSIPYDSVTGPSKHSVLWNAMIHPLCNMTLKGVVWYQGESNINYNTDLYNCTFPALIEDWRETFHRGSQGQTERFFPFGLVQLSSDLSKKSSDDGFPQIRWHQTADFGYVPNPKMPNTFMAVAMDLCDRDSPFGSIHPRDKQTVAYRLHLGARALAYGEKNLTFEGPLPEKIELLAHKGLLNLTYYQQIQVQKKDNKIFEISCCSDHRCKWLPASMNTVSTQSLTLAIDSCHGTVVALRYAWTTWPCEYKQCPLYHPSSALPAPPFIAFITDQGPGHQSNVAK
rCAG RNA binder = binds r(CAG) RNA repeats | r(CAG) RNA repeat, TO-PRO-1 dye displacement fluorescence | inhibition, % at 3 µM | hit rate 1.3% among 370,000 | AID 651821;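 active = inhibition above the plate cutoff, the mean of all test compounds on that plate plus 3 SD, cut at about 35% in these data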;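 also: 0% = DMSO alone and 100% = 100 µM mitoxantrone as full dye displacement; higher means more dye released from RNA so lower well fluorescence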
TCR-CD3 inh = inhibitors of human TCR-CD3 interaction. AID 651800. inhibition, % at 9.4 µM. TAMRA-labeled TCR probe fluorescence, biochemical. hit rate 0.37% among 360,000; in the data active = inhibition above about 19%;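 also: recombinant mutant TCR 2C K166C tagged with TAMRA read by polarization; 0% = receptor in buffer alone and 100% = receptor with positive control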
* hit, by the source's call. Some of the compounds tested. The share of hits here may be higher or lower than overall.

How did Cc1ccc(S(=O)(=O)N(Cc2n[nH]c(=S)n2-c2ccccc2)c2ccccc2)cc1 do in these assays?
GC-A act: 1; HTRA1 inh: -1; GC-B act: -3; ABHD4 inh: 17; UHRF1 binding: -1; MBD2 inh: 5; PRMT1 FP inh: 1; SIAE inh: 8; rCAG RNA binder: 17; TCR-CD3 inh: 5

Results for Cc1ccc(-c2noc(CCC(=O)Nc3ccc4c(c3)OCO4)n2)cc1 ?
GC-A act: -3; HTRA1 inh: 1; GC-B act: -4; ABHD4 inh: -4; UHRF1 binding: 2; MBD2 inh: 2; PRMT1 FP inh: 1; SIAE inh: 4; rCAG RNA binder: -1; TCR-CD3 inh: -6

How did CON(C)S(=O)(=O)c1cccc(C(=O)N(CC(=O)Nc2ccccc2C(F)(F)F)Cc2ccco2)c1 do in these assays?
GC-A act: 0; HTRA1 inh: -3; GC-B act: 10; ABHD4 inh: -1; UHRF1 binding: -1; MBD2 inh: 0; PRMT1 FP inh: -5; SIAE inh: -4; rCAG RNA binder: 2; TCR-CD3 inh: 6

What do the screens show for `CCOC(=O)C1=C(N)Oc2cc(O)ccc2C1c1cccnc1` (stereo not given)?
GC-A act: -4; HTRA1 inh: 1; GC-B act: 1; ABHD4 inh: 3; UHRF1 binding: 0; MBD2 inh: -6; PRMT1 FP inh: 1; SIAE inh: 1; rCAG RNA binder: -1; TCR-CD3 inh: 6

What do the screens show for `CC(N)=Nc1ccc([N+](=O)[O-])cc1`?
GC-A act: 1; HTRA1 inh: 2; GC-B act: -5; ABHD4 inh: 3; UHRF1 binding: 3; MBD2 inh: 3; PRMT1 FP inh: 2; SIAE inh: 5; rCAG RNA binder: -4; TCR-CD3 inh: -3

How did O=C(c1cccc([N+](=O)[O-])c1)N1CCCC(C(=O)N2CCCCCC2)C1 (stereo not given) do in these assays?
GC-A act: 0; HTRA1 inh: -1; GC-B act: 2; ABHD4 inh: 0; UHRF1 binding: 1; MBD2 inh: -2; PRMT1 FP inh: -4; SIAE inh: 6; rCAG RNA binder: -3; TCR-CD3 inh: 3

Results for Cn1c(Cn2c(=O)sc3ccccc32)nnc1SCC(=O)Nc1cccc(F)c1 ?
GC-A act: -3; HTRA1 inh: -1; GC-B act: -2; ABHD4 inh: -1; UHRF1 binding: 0; MBD2 inh: 1; PRMT1 FP inh: -11; SIAE inh: 4; rCAG RNA binder: 1; TCR-CD3 inh: -3

What do the screens show for `N#CCSc1nc2ccc(N3CCCCC3)cc2c(=O)n1Cc1ccccc1`?
GC-A act: -1; HTRA1 inh: 19; GC-B act: 2; ABHD4 inh: 18; UHRF1 binding: 0; MBD2 inh: 5; PRMT1 FP inh: 11; SIAE inh: 0; rCAG RNA binder: 25; TCR-CD3 inh: -6

Results for Nc1nnc(CC(=O)N/N=C/c2ccccc2OCc2ccccc2F)s1 ?
GC-A act: -14; HTRA1 inh: -4; GC-B act: -12; ABHD4 inh: 0; UHRF1 binding: -2; MBD2 inh: -6; PRMT1 FP inh: 1; SIAE inh: -1; rCAG RNA binder: 1; TCR-CD3 inh: 8

What do the screens show for `COc1ccccc1/C=C/C(=O)NC(=S)NC(C)C`?
GC-A act: 0; HTRA1 inh: -13; GC-B act: -1; ABHD4 inh: 3; UHRF1 binding: 6; MBD2 inh: 0; PRMT1 FP inh: 2; SIAE inh: -7; rCAG RNA binder: -2; TCR-CD3 inh: 1

Results for Cc1ccc(Cl)cc1N(CC(=O)NC1CCCC1)C(=O)c1csnn1 ?
GC-A act: -5; HTRA1 inh: 8; GC-B act: -3; ABHD4 inh: -4; UHRF1 binding: 6; MBD2 inh: 1; PRMT1 FP inh: 0; SIAE inh: 6; rCAG RNA binder: -1; TCR-CD3 inh: 5

How did COc1ccc(NC(=O)c2csc(C)c2)cc1OC do in these assays?
GC-A act: 2; HTRA1 inh: 3; GC-B act: 0; ABHD4 inh: -3; UHRF1 binding: 6; MBD2 inh: 3; PRMT1 FP inh: -3; SIAE inh: 0; rCAG RNA binder: 1; TCR-CD3 inh: -12

Results for Cc1ccc(F)cc1NC(=O)C1CCN(c2cnccn2)CC1 ?
GC-A act: -1; HTRA1 inh: -1; GC-B act: -2; ABHD4 inh: 1; UHRF1 binding: 1; MBD2 inh: 2; PRMT1 FP inh: -2; SIAE inh: -3; rCAG RNA binder: -3; TCR-CD3 inh: -7

What do the screens show for `COc1cccc(CNCCSc2nnnn2C)c1`?
GC-A act: 6; HTRA1 inh: -5; GC-B act: -1; ABHD4 inh: 2; UHRF1 binding: 2; MBD2 inh: -3; PRMT1 FP inh: 3; SIAE inh: -5; rCAG RNA binder: 11; TCR-CD3 inh: -3

What do the screens show for `CN1CCCC(OC(=O)c2ccc(Cl)cc2)C1` (stereo not given)?
GC-A act: 3; HTRA1 inh: -1; GC-B act: 2; ABHD4 inh: 2; UHRF1 binding: 0; MBD2 inh: 2; PRMT1 FP inh: 4; SIAE inh: -4; rCAG RNA binder: 1; TCR-CD3 inh: 4

Next section, overlapping the part above by three compounds.
Results for Cc1ccc(F)cc1NC(=O)C1CCN(c2cnccn2)CC1 ?
GC-A act: -1; HTRA1 inh: -1; GC-B act: -2; ABHD4 inh: 1; UHRF1 binding: 1; MBD2 inh: 2; PRMT1 FP inh: -2; SIAE inh: -3; rCAG RNA binder: -3; TCR-CD3 inh: -7

What do the screens show for `COc1cccc(CNCCSc2nnnn2C)c1`?
GC-A act: 6; HTRA1 inh: -5; GC-B act: -1; ABHD4 inh: 2; UHRF1 binding: 2; MBD2 inh: -3; PRMT1 FP inh: 3; SIAE inh: -5; rCAG RNA binder: 11; TCR-CD3 inh: -3

What do the screens show for `CN1CCCC(OC(=O)c2ccc(Cl)cc2)C1` (stereo not given)?
GC-A act: 3; HTRA1 inh: -1; GC-B act: 2; ABHD4 inh: 2; UHRF1 binding: 0; MBD2 inh: 2; PRMT1 FP inh: 4; SIAE inh: -4; rCAG RNA binder: 1; TCR-CD3 inh: 4

How did S=C(Nc1ccccc1Cl)N(Cc1cccnc1)Cc1ccco1 do in these assays?
GC-A act: -6; HTRA1 inh: -1; GC-B act: -1; ABHD4 inh: 2; UHRF1 binding: -2; MBD2 inh: -9; PRMT1 FP inh: -4; SIAE inh: 1; rCAG RNA binder: -2; TCR-CD3 inh: 0

Results for COc1ccc2ccccc2c1/C=N/O ?
GC-A act: 5; HTRA1 inh: 5; GC-B act: 1; ABHD4 inh: 2; UHRF1 binding: -3; MBD2 inh: 0; PRMT1 FP inh: 0; SIAE inh: 1; rCAG RNA binder: 0; TCR-CD3 inh: 7

How did CC1CC(C)CN(C(=O)CN(C)S(=O)(=O)c2ccc3c(c2)c(=O)n(C)c(=O)n3C)C1 (stereo not given) do in these assays?
GC-A act: -1; HTRA1 inh: -1; GC-B act: 4; ABHD4 inh: 2; UHRF1 binding: -1; MBD2 inh: 1; PRMT1 FP inh: 0; SIAE inh: -6; rCAG RNA binder: -2; TCR-CD3 inh: 0

What do the screens show for `CCC(C)(C)n1nnnc1C(c1cccnc1)N1CCN(c2cccc(C(F)(F)F)c2)CC1` (stereo not given)?
GC-A act: 0; HTRA1 inh: -20; GC-B act: 1; ABHD4 inh: -6; UHRF1 binding: 0; MBD2 inh: -7; PRMT1 FP inh: -1; SIAE inh: 2; rCAG RNA binder: -4; TCR-CD3 inh: 0

How did O=S(=O)(NCc1ccccn1)c1ccc2c(c1)OCCO2 do in these assays?
GC-A act: -2; HTRA1 inh: -1; GC-B act: 13; ABHD4 inh: 1; UHRF1 binding: 2; MBD2 inh: 0; PRMT1 FP inh: 1; SIAE inh: -2; rCAG RNA binder: 0; TCR-CD3 inh: 3

How did CC(C)(C)[C@@H]1C=C(C(=O)N2CCN(Cc3ccccc3)CC2)O[C@H](OCc2ccc(CO)cc2)C1 do in these assays?
GC-A act: 3; HTRA1 inh: -12; GC-B act: -1; ABHD4 inh: 2; UHRF1 binding: 3; MBD2 inh: -2; PRMT1 FP inh: 0; SIAE inh: -4; rCAG RNA binder: -6; TCR-CD3 inh: -6

What do the screens show for `Nc1ccc(NC(=O)Nc2ccc(N)cc2)cc1`?
GC-A act: -16; HTRA1 inh: 1; GC-B act: -6; ABHD4 inh: 4; UHRF1 binding: -3; MBD2 inh: 4; PRMT1 FP inh: -1; SIAE inh: 6; rCAG RNA binder: -3; TCR-CD3 inh: 2

What do the screens show for `Cc1cccc(C)c1NC(=O)CN1CCNCC1`?
GC-A act: 1; HTRA1 inh: 6; GC-B act: 0; ABHD4 inh: 1; UHRF1 binding: 0; MBD2 inh: 1; PRMT1 FP inh: -2; SIAE inh: 2; rCAG RNA binder: 25; TCR-CD3 inh: 5

How did Clc1ccc(Nc2nc(-c3cccnc3)cs2)cc1 do in these assays?
GC-A act: -5; HTRA1 inh: -5; GC-B act: -5; ABHD4 inh: 18; UHRF1 binding: 2; MBD2 inh: 3; PRMT1 FP inh: 1; SIAE inh: -5; rCAG RNA binder: 6; TCR-CD3 inh: 0

Results for Cc1ccccc1NC(=O)CN1C(=O)C2C3CC(C(Br)C3Br)C2C1=O (stereo not given) ?
GC-A act: 2; HTRA1 inh: -5; GC-B act: 1; ABHD4 inh: -1; UHRF1 binding: 4; MBD2 inh: 2; PRMT1 FP inh: 1; SIAE inh: 3; rCAG RNA binder: 3; TCR-CD3 inh: 0

Results for Cc1cc(N2CCN(c3ccc(F)cc3)CC2)nc2cc(O)ccc12 ?
GC-A act: 11; HTRA1 inh: 0; GC-B act: -4; ABHD4 inh: -2; UHRF1 binding: 2; MBD2 inh: 3; PRMT1 FP inh: 4; SIAE inh: 2; rCAG RNA binder: 6; TCR-CD3 inh: -2

What do the screens show for `Cc1cccc[n+]1CC(=O)c1ccc(Cl)cc1`?
GC-A act: 4; HTRA1 inh: 3; GC-B act: 8; ABHD4 inh: 3; UHRF1 binding: 0; MBD2 inh: 0; PRMT1 FP inh: 1; SIAE inh: -12; rCAG RNA binder: -1; TCR-CD3 inh: 0

What do the screens show for `Cc1ccc(C(C)(C)C)cc1S(=O)(=O)Nc1nc2ccccc2nc1Cl`?
GC-A act: 13; HTRA1 inh: -14; GC-B act: 3; ABHD4 inh: -23; UHRF1 binding: 1; MBD2 inh: -1; PRMT1 FP inh: 4; SIAE inh: -3; rCAG RNA binder: 63*; TCR-CD3 inh: -3

How did CCOC(=O)C1=CCN(S(=O)(=O)c2ccc(F)cc2)C1c1ccc(Cl)c(Cl)c1 (stereo not given) do in these assays?
GC-A act: -16; GC-B act: -18; ABHD4 inh: -4; UHRF1 binding: -2; MBD2 inh: 0; PRMT1 FP inh: 2; SIAE inh: -7; rCAG RNA binder: 2; TCR-CD3 inh: -2

Results for CC1CN(C(=S)Nc2ccccc2C(F)(F)F)CC(C)O1 (stereo not given) ?
GC-A act: -1; HTRA1 inh: -1; GC-B act: 5; ABHD4 inh: -10; UHRF1 binding: -1; MBD2 inh: 2; PRMT1 FP inh: -4; SIAE inh: -2; rCAG RNA binder: -2; TCR-CD3 inh: 7

What do the screens show for `CC(C)Sc1nc2ccccc2n2cnnc12`?
GC-A act: 11; HTRA1 inh: 3; GC-B act: 1; ABHD4 inh: 6; UHRF1 binding: -2; MBD2 inh: -1; PRMT1 FP inh: -3; SIAE inh: -1; rCAG RNA binder: -3; TCR-CD3 inh: 2
